Screens: PubChem BioAssay, National Center for Advancing Translational Sciences (NCATS)
TDP43 rescue = inhibitors of TDP-43 toxicity in yeast; Potency, µM (series often up to 46.1 µM), inactives show top-dose growth rescue (activation), most hits filed as activators; TDP-43 expressing yeast growth rescue, BacTiter-Glo, 24 h; 1.8% of 410,000 active; AID 652104; also: % of control where 0% means no effect; nearly all actives have a fitted effect of over 50% in size
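Yeast expressing TDP-43 (pregrown in raffinose, seeded at OD600=0.02 in galactose medium) exposed to compounds 24 hr at 30 deg C. Growth read by BacTiter-Glo luminescence; rescue of toxicity appears as increased signal.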
FUS yeast rescue = FUS proteinopathy suppression in yeast. 0.24% of 390,000 active. S. cerevisiae FUS-expressing, growth rescue, OD600, 24 h. AID 1347120. Potency, µM (top dose mostly 76.6 µM), without a hit: at the top dose growth rescue (activation), hits mostly activators;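 also: plate controls were DMSO vehicle for no effect and reference control for full effect; nearly all actives have a fitted effect of over 55% in size; some results filed as inactive show a strong effect at the top dose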
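Yeast expressing FUS under galactose induction, OD 0.005 in 2% galactose medium; compounds in a dilution series, 24 h at 30C. Growth rescue by absorbance at 600 nm; CP55940 positive control, DMSO negative.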
PTHR1 agonist = activates the human parathyroid hormone receptor PTHR1; Q03431; HEK293 GP2 PTHR1 cells, GloSensor cAMP luminescence, 1 h; Potency, µM (highest dose often 115 µM), for the others: top-dose activation, hits mostly activators; 0.075% of 410,000 active; AID 743266; also: nearly all actives have a fitted effect of over 55% in size; some results filed as inactive show a strong effect at the top dose; inactives centre near -15; many of its hits are not listed in these tables
Target sequence (Q03431 whole entry, looked up): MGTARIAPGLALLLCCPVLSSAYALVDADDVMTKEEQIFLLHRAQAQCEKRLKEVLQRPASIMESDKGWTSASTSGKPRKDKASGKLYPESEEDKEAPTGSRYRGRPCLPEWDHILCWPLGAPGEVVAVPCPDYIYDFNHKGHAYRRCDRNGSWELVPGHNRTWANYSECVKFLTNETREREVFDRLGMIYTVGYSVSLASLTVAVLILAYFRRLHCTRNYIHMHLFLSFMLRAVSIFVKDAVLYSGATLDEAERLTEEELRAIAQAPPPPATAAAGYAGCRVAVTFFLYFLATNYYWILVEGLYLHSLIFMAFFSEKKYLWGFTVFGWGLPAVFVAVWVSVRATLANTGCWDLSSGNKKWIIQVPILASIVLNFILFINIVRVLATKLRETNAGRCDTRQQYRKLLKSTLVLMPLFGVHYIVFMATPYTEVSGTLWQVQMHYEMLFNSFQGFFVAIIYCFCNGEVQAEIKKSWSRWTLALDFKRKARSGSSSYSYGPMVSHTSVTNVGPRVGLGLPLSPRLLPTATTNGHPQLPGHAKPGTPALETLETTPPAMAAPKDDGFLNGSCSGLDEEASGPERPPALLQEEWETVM
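HEK-293-derived GP2 cells expressing PTHR1 and a GloSensor cAMP reporter, 3,000/well, plated overnight, given luciferin plus IBMX (each 0.5 mM as added) for 1 h at 37 °C, then compound for 1 h at 37 °C. Luminescence was read after 15 min at room temperature.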
Starred values were filed as active, the others as inactive; i = inactive; u = inconclusive; x = no result given; [ ] = dose if it differs, or a comment. Calls follow the shape of the dose curve; as a rule, active = well fitted curve in the direction sought with a large enough effect; inconclusive = small, poorly fitted or top-dose-only effect, or another doubt; inactive = no such curve, though single readings can be large; an effect the other way counts as inactive or inconclusive. Potency is read from the fitted curve at half-maximal effect.

SMILES	TDP43 rescue	FUS yeast rescue	PTHR1 agonist
COc1ccc(N(Cc2cccs2)C(=O)c2ccc(Br)o2)cc1	-7.3%	36.9%	i
CCN(C(=O)c1ccc2c(c1)N(Cc1cccc(Cl)c1)C(=O)c1ccccc1S2=O)c1ccccc1 (stereo not drawn)	-19.1%	31.6µM*	i
COc1ccc(CCNc2ncnc3c2cnn3-c2cccc(Cl)c2)cc1	0.0%	-22.2%	i
Cc1cc(C)cc(N2C(=O)CCSC23C(=O)N(Cc2ccccc2)c2ccccc23)c1 (stereo not drawn)	0.3%	-0.6%	i
CCC(C)NC(=O)c1[nH]c2cc(OC)ccc2c1Sc1ccc(C)cc1 (stereo not drawn)	10.1%	-9.3%	i
O=C(c1cnc(N2CCCCC2)c2ccccc12)N1CCN(c2cccc(Cl)c2)CC1	u	43.3%	-82.0%[inhibitor]
O=C(NC1CC(=O)N(c2cccc(F)c2)C1)c1ccc(S(=O)(=O)N2CCOCC2)cc1 (stereo not drawn)	13.5%	13.2%	i
O=C(CSc1nnc(CNC(=O)c2ccccc2)n1-c1ccc(F)cc1)Nc1ccccc1F	-5.3%	6.3%	i
CCc1ccc(-n2c(=O)c3c4c(sc3n(CC(=O)N3CCC(C)CC3)c2=O)CCC4)cc1	u	-12.9%	-25.0%
CCN1CCN(C(c2cccc(F)c2)c2c(O)cc(C)n(CCOC)c2=O)CC1 (stereo not drawn)	8.1%	29.7%	20.4%
Cc1cccc(Cn2c(=O)n(Cc3ccc(C(=O)NC4CCN(Cc5ccccc5)CC4)cc3)c(=O)c3ccccc32)c1	17.0%	29.0%	-28.6%
CCOc1ccc(NC(=O)CC2C(=O)N(c3ccc(F)cc3)C(=O)N2CCc2sccc2C)cc1 (stereo not drawn)	19.0%	14.3%	i
CCOC(=O)c1ccc(NC(=O)CSc2nc3ncc(Br)c(C)c3[nH]2)cc1	12.9%[9.22 µM]	-19.7%	-2.2%
CCn1cc(C(=O)N2CCN(c3cccc(C(F)(F)F)c3)CC2)c2cc(OC)c(OC)cc2c1=O	9.7%	u	-32.4%[inhibitor]
Cc1ccc(-n2ncc3c(N4CCN(c5ccccc5)CC4)ncnc32)cc1C	14.6%	-19.0%	i
Cc1ccccc1NS(=O)(=O)c1nnc(NC(=O)c2ccco2)s1	19.9%	-16.3%	i
COCCCn1c(=N)c(C(=O)NC2CCCC2)cc2c(=O)n3cccc(C)c3nc21	-11.9%	-7.5%	-31.4%
CCC1CN(C(=O)N2CCC(C(=O)NCc3cccc(F)c3)CC2)c2cc(C)ccc2O1 (stereo not drawn)	4.8%	42.4%	-29.1%
COc1ccc(CCNC(=O)CCc2c(C)c3cc4c(C)coc4c(C)c3oc2=O)cc1OC	1.8%	-14.8%	-36.1%[inhibitor]
CCOc1ccc(CN(C(=O)c2cc(=O)c3cc(Cl)ccc3o2)C2CCS(=O)(=O)C2)cc1 (stereo not drawn)	-4.1%	31.6µM*	i

Next part; the last two above are carried over.
SMILES	TDP43 rescue	FUS yeast rescue	PTHR1 agonist
COc1ccc(CCNC(=O)CCc2c(C)c3cc4c(C)coc4c(C)c3oc2=O)cc1OC	1.8%	-14.8%	-36.1%[inhibitor]
CCOc1ccc(CN(C(=O)c2cc(=O)c3cc(Cl)ccc3o2)C2CCS(=O)(=O)C2)cc1 (stereo not drawn)	-4.1%	31.6µM*	i
CCc1ccc(NC(=O)Cn2c(=O)oc3cc(S(=O)(=O)N4CCCCCC4)ccc32)cc1	21.9%	28.9%	-61.6%[inhibitor]
CCSc1nc2sc3c(c2c(=O)n1-c1ccc(C)cc1)CCCC3	-6.6%	-11.9%	u
O=C(Cn1ncc2c3ccccc3n(Cc3cccc(Cl)c3)c2c1=O)NCCC1=CCCCC1	0.0%[9.22 µM]	-14.5%	i
Cc1c(C(=O)NCc2cccc(Cl)c2)sc2nc[nH]c(=O)c12	5.1%	-9.0%	-5.0%
CC(C)N(Cc1ccccc1)S(=O)(=O)c1ccc(N2CCCCS2(=O)=O)cc1	7.1%[9.22 µM]	23.7%	-26.9%
Cc1ccccc1Nc1c(-c2ccc(Cl)s2)nc2c(C)cccn12	2.6%	-4.1%	-19.7%
COc1ccc(CCNC(=O)c2cn(C)c3ccc(S(=O)(=O)N(C)C4CCCCC4)cc3c2=O)cc1OC	6.7%	14.1%	-7.9%
COc1ccc(NC(=O)CN2C(=O)COc3ccc(S(=O)(=O)N4CCCCC4)cc32)cc1Cl	14.1%	6.4%	-24.0%
Cc1oc2c(c1C(=O)NCc1cccc(Br)c1)C1=NCCN1C=N2	-26.9%	u	18.9%
Cc1csc2nc(COC(=O)COc3ccccc3F)cc(=O)n12	27.7%	15.7%	-17.5%
COc1cccc(-c2n[nH]c3c2C(c2cccc(O)c2)N(C)C3=O)c1 (stereo not drawn)	12.4%	-17.3%	-24.7%
CCn1cc(C(=O)NCc2ccc(C)cc2)c(=O)c2cc(S(=O)(=O)N(C)C3CCCCC3)ccc21	10.3%	u	-2.4%
CCc1ccc(S(=O)(=O)c2nnn3c2nc(N(CC)Cc2ccccc2)c2cc(Cl)ccc23)cc1	8.3%	-6.6%	9.5%
O=C(Cn1cc(S(=O)(=O)c2ccccc2)c(=O)c2cc3c(cc21)OCO3)Nc1ccccc1	-2.1%	-6.9%	u
Cc1cc(NS(=O)(=O)c2ccc(NC(=O)COc3cc(C)c(Br)cc3C(C)C)cc2)no1	9.7%	-2.3%	-18.0%
Cc1sc(-c2cc3ccccc3oc2=O)nc1-c1ccc(Cl)cc1	11.5%	-16.0%	i
COc1ccccc1NC(=O)CSc1nc(-c2ccc(C(C)(C)C)cc2)c(C#N)c(=O)[nH]1	2.0%	u	-2.0%
CCOc1cc(C(c2c(C)[nH]n(-c3ccccc3)c2=O)c2c(C)[nH]n(-c3ccccc3)c2=O)ccc1O	26.2%	-8.4%	-29.4%
O=C(CCCN1C(=O)C(c2ccccc2)Oc2cccnc21)Nc1ccc(Br)cc1F (stereo not drawn)	-1.6%	10.3%	-11.2%
Cn1nc(-c2ccc(N3CCCCC3)c(NC(=O)c3ccc(Cl)cc3)c2)c2ccccc2c1=O	21.6%	-0.3%	i
Cc1ccc(/C=C(\C#N)c2nc3ccccc3c(=O)[nH]2)cc1	0.0%	-13.3%	i
COc1ccc(-c2cc3c(=O)n(CC(=O)Nc4ccc(Br)c(C)c4)ccn3n2)cc1OC	2.0%	-9.4%	-4.2%
COc1ccc(C)cc1NC(=O)CC1NCCNC1=O (stereo not drawn)	15.8%	-2.7%	5.0%
CC(C)c1cc(-c2nc(-c3cccc(Cl)c3)no2)n[nH]1	6.4%	-14.2%	-28.2%
Cc1cccc(OCC(=O)Nc2ccc(OCc3cc(=O)n4cc(C)ccc4n3)cc2)c1	6.5%	-20.3%	-13.6%
Cc1cc2c(cc1NS(=O)(=O)c1cccc(C#N)c1)n(C)c(=O)c(=O)n2C	-11.0%	18.1%	7.9%
Cc1ccc(C)c(N2CCN(c3nc4ccccc4c4nc(-c5cccnc5)nn34)CC2)c1	6.3%	-2.6%	-26.6%
COc1ccc(-c2cn3c(n2)sc2cc(C(=O)Nc4c(C)cccc4C)ccc23)cc1	17.2%	15.7%	-25.5%
Cc1cccc(Cn2cccc2CNS(=O)(=O)c2ccc(Br)cc2)c1	21.5%	17.1%	-17.5%
CCc1cccc(CC)c1NC1=NS(=O)(=O)c2ccccc21	9.4%	-15.6%	i
O=C(Cc1cccs1)Nc1c(C(=O)Nc2ccc(F)cc2)oc2ccccc12	-5.3%	-9.9%	-54.0%[inhibitor]
Cc1ccc(Cl)cc1NC(=O)c1cc2c(=O)n3cccc(C)c3nc2n1C	u	-28.9%	-0.1%
CCOC(=O)C1CCN(C(=O)c2ccc(NC(=O)c3nsc4ccccc34)cc2)CC1	u	u	-6.6%
CCOC(=O)c1cccc(NC(=O)C2CCCN(S(=O)(=O)c3ccc4c(c3)oc(=O)n4C)C2)c1 (stereo not drawn)	7.5%	-27.9%	-20.9%
Cc1ccc(NC(=O)Nc2nnc(SCC(=O)N3CCC(C)CC3)s2)cc1	11.4%	3.9%	-50.4%[inhibitor]
CCC(=O)N1CCc2cc(Br)cc(S(=O)(=O)N3CCCC(C(=O)Nc4ccc(C)c(F)c4)C3)c21 (stereo not drawn)	-11.7%	28.8%	-52.2%
Fc1ccc(F)c(Nc2c3c(nc4ccc(Cl)cc24)CCC3)c1	-9.1%	-20.9%	-37.3%[inhibitor]
Cc1c(-c2ccccc2)c(=O)oc2c(CN3CCOCC3)c(O)ccc12	21.7%[9.22 µM]	-12.2%	i
CC(CNC(=O)c1cc2ccccn2n1)c1ccccc1 (stereo not drawn)	0.0%	-6.2%	i
COc1ccc(CNC(=O)c2cnc3sc(N4CCCCCC4)nn3c2=O)cc1	19.9%	-3.4%	1.4%
Cc1cc(C)c(NC(=O)CSc2nc(=O)[nH]c3c2CCCC3)c(C)c1	9.5%	-15.8%	-14.6%
COCCNc1oc(/C=C/c2ccc(F)cc2)nc1C#N	u	18.6%	i
Clc1cccc(-n2ncc3c(NC4CCCCCC4)ncnc32)c1	35.5µM*	-8.0%	-36.6%[inhibitor]
CSc1cccc(NC(=O)c2ccc3c(c2)c(C)c(C)n3Cc2ccc(F)cc2)c1	-1.6%	24.2%	i
CCOC(=O)c1c(NC(=O)c2cc(Cl)ccc2Cl)sc2c1CCCC2	14.7%	-27.1%	-18.2%
COc1ccc(C)cc1NS(=O)(=O)c1c(C(=O)N2CCCCCC2)c(C)n(C)c1C	x	x	23.2%
Cc1cccc(N2CCN(C(=O)Nc3ccc(F)cc3)CC2C)c1 (stereo not drawn)	27.7%	-22.2%	i
COCCOC(=O)Cn1nnc2sc(-c3ccccc3)cc2c1=O	0.0%	-0.8%	i
CC(C)CCNC(=O)CSc1nc2ccccc2nc1Cc1ccc(Cl)cc1	0.0%	-10.1%	-16.5%
COc1cccc(C(=O)N2CC(=O)Nc3ccc(C)cc3C2c2ccc(F)cc2)c1OC (stereo not drawn)	-9.6%	7.3%	0.8%
Cc1ccc(CCNC(=O)CCSCc2ccccc2F)cc1	u	0.9%	-19.3%
CCOc1ccc(-n2nc3ccc(NC(=O)c4ccc(-c5cccc(Cl)c5)o4)cc3n2)cc1	14.0%	-4.7%	-0.8%
CCOc1ccc(NC(=O)Cn2c(=O)n(-c3cccc(OC)c3)c(=O)c3c4c(sc32)CCCC4)cc1	22.3%	-22.2%	-0.7%
COc1ccc(Nc2ncc(C(=O)Nc3cccc(Cl)c3)c3ccccc23)cc1	8.7%	u	-4.3%
Cc1ccc2nc(-c3c[nH]c4ccccc34)c(Nc3ccccc3)n2c1	13.1%	19.5%	-12.4%
Cc1cc(C)cc(NC(=O)Cn2c(=O)n(CCC(C)C)c(=O)c3cccnc32)c1	0.7%	-3.3%	i
CC1CCN(c2nc3ccc(C(=O)NC(C)C)cc3s2)CC1	21.9%	22.0%	-78.8%[inhibitor]
O=C1C(=O)N(C2CCN(C(=O)c3cccc(Cl)c3)CC2)CCN1Cc1ccc(F)cc1	11.5%	6.0%	i
CCOc1ccc(NC(=O)CSc2c3c(nc4ccccc24)CCCC3)cc1	16.7%	18.5%	-93.5%[inhibitor]
CCOCCc1nn2c(=O)cc(COC(=O)c3cccc(C)c3)nc2s1	4.9%	u	-72.1%[inhibitor]
Further entries.
SMILES	TDP43 rescue	FUS yeast rescue	PTHR1 agonist
COc1cccc(C(=O)Nc2nc3nc(C)c(Cc4ccccc4)c(=O)n3[nH]2)c1	-6.7%	13.2%	u
Cc1ccc2c(=O)c(C(=O)c3cccc(Cl)c3)cn(CC(=O)Nc3ccc4c(c3)OCCO4)c2n1	10.8%	39.2%	-14.2%
CC(C)(C)C1CCc2c(sc3nc(-c4cc5cc(Cl)ccc5oc4=O)[nH]c(=O)c23)C1 (stereo not drawn)	-1.6%	0.5%	6.9%
CC(C)Cc1nn2c(=O)cc(COC(=O)c3cccc(NS(C)(=O)=O)c3)nc2s1	5.0%	-5.7%	-14.2%

For reference, part of the list above.
SMILES	TDP43 rescue	FUS yeast rescue	PTHR1 agonist
CC(C)(C)C1CCc2c(sc3nc(-c4cc5cc(Cl)ccc5oc4=O)[nH]c(=O)c23)C1 (stereo not drawn)	-1.6%	0.5%	6.9%
CC(C)Cc1nn2c(=O)cc(COC(=O)c3cccc(NS(C)(=O)=O)c3)nc2s1	5.0%	-5.7%	-14.2%

An excerpt from above in order of number of heavy atoms, lowest first:
SMILES	TDP43 rescue	FUS yeast rescue	PTHR1 agonist
CCOCCc1nn2c(=O)cc(COC(=O)c3cccc(C)c3)nc2s1	4.9%	u	-72.1%[inhibitor]
COc1cccc(C(=O)Nc2nc3nc(C)c(Cc4ccccc4)c(=O)n3[nH]2)c1	-6.7%	13.2%	u
Cc1ccc2c(=O)c(C(=O)c3cccc(Cl)c3)cn(CC(=O)Nc3ccc4c(c3)OCCO4)c2n1	10.8%	39.2%	-14.2%

The list is partial, so the mix of outcomes need not match the whole.
